# Bioassay records: PubChem, several laboratories
# GDH-TPI counter: GDH-TPI coupled enzyme inhibition counter-screen | GDH-TPI coupled enzyme counterscreen, NADH absorbance | inhibition, % at 4.8 µM | actives 1.2% (n = 360,000) | AID 588335; in the data active = inhibition above about 30%;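 note: 0% = DMSO wells and 100% = wells lacking the enzyme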
# Y pestis TopoI: inhibitors of Yersinia pestis topoisomerase I. Y. pestis Topo-I cleavage product accumulation, plate reader. activity, % at 10 µM. actives 0.064% (n = 360,000); in the data active = activity above about 50%, passing the limit was not always enough; note: inactives centre near 2
# PfHsp40 rescue: restores yeast growth despite PfHsp40 toxicity; actives 0.68% (n = 340,000); growth rescue, % at 12.5 µM; S. cerevisiae expressing PfHsp40, growth rescue, ATP luminescence; in the data active = growth rescue above about 28%, passing the limit was not always enough;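 note: yeast W303a lacking pdr1 and pdr3 grown in galactose medium; growth measured after three days at 30 °C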
# UGM FP inh: Mtb UDP-galactopyranose mutase inhibition; P9WIQ1; purified UGM, fluorescence polarization probe displacement; inhibition, % at 10 µM; actives 0.06% (n = 320,000); in the data active = inhibition above about 10%, passing the limit was not always enough
# Target sequence (P9WIQ1 whole entry, looked up): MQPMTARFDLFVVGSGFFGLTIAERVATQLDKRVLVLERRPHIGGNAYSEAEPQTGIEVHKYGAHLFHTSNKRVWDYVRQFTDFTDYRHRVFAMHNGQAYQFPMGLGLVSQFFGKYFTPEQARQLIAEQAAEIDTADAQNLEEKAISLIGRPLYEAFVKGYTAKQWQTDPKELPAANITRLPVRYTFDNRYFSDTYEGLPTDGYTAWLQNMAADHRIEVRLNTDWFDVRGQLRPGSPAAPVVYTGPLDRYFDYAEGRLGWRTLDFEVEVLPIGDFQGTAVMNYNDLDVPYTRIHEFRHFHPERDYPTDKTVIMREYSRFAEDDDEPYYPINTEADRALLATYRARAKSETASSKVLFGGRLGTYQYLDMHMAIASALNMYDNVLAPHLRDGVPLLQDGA
# BH1578 lux ind: quorum light induction in luxS cqsA deficient V. cholerae | V. cholerae BH1578 lux reporter, luminescence, 6 h | activation, % at 18.7 µM | actives 0.16% (n = 350,000) | AID 588436; in the data active = activation mostly above about 9.7%, no sharp cut-off; note: not every result past the cut was called active; inactives centre near 0; reference of the scale not given here
# BioA inh: inhibitors of Mycobacterium tuberculosis BioA enzyme; purified M. tuberculosis BioA enzyme, plate reader; inhibition, % at 9.99 µM; actives 0.096% (n = 360,000); in the data active = inhibition above about 40%
# FadD28 binding: inhibitors of Mycobacterium tuberculosis FadD28 bisubstrate binding; FadD28 bisubstrate probe binding, fluorescence polarization; AID 588549; inhibition, % at 12.5 µM; actives 0.22% (n = 360,000); in the data active = inhibition above about 8.5%, passing the limit was not always enough
# TcdB inh: blocks C. difficile toxin B glycohydrolase activity; P18177; TcdB glycohydrolase enzymatic assay, plate reader; inhibition, % at 9.99 µM; actives 0.24% (n = 350,000); AID 652162; in the data active = inhibition above about 10%
# Mtb FBA inh: Mtb fructose-bisphosphate aldolase inhibition. inhibition, % at 1 µM. purified M. tuberculosis FBA, fluorescence read-out. actives 2.3% (n = 360,000); in the data active = inhibition above about 27%;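 note: 0% = vehicle and 100% = reference inhibitor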
# Target sequence (P9WQA3 whole entry, looked up): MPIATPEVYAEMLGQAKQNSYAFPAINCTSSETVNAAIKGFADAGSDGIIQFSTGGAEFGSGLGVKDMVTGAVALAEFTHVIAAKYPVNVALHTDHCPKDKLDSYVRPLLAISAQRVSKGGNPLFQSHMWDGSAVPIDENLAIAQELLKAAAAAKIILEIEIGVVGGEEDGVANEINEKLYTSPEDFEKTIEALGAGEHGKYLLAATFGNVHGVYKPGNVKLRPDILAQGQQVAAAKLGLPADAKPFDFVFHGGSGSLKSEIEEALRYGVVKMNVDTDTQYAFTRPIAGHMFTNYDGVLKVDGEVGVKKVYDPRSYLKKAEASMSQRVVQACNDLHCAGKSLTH
# Starred values were filed as active, the others as inactive; i = inactive; · = not tested or not shown; & = joins results of further samples.
entry	smiles	GDH-TPI counter	Y pestis TopoI	PfHsp40 rescue	UGM FP inh	BH1578 lux ind
1	COc1cccc(-c2cc(C(=O)N3CCc4ccccc4C3)no2)c1	5	-1	1.4	-1.6	-0.4
2	Cc1ccc(S(=O)(=O)N2CC(C)C(=O)CC2C)cc1 (stereo unspecified)	6	3	-1.3	0.0	-2.8
3	COC(=O)C1CCN(C(=O)NC2CC(=O)N(c3ccc4c(c3)OCCO4)C2)CC1 (stereo unspecified)	-1	4	-0.4	-1.1	0.9
4	CCCCNC1=CC(=O)C(=O)c2ccccc21	2	2	-0.6	0.6	-1.1
5	O=C(c1ccc(F)cc1)N1CCN(c2cc(=O)[nH]nc2-c2ccccc2)CC1	7	9	0.3	2.4	-0.4
6	CC1(C)C2(C#N)C(N)=NC3(OCCO3)C12C#N (stereo unspecified)	8	-2	0.1	7.2	i
7	O=C1NC(=Nc2ccccc2)SC1Cc1cccc(Cl)c1Cl (stereo unspecified)	11	32	-0.8	-1.3	-0.7
8	O=C(NCc1ccccc1F)C12CC3CC(CC(C3)C1)C2	6	-1	0.4	-2.4	-0.4
9	O=C(CCc1ccccc1)NC1CCSC1=O (stereo unspecified)	-1	-3	1.0	-1.3	-1.0
10	Nc1cccc(-c2cnc3ccccc3n2)c1	21	-6	0.4	2.2	-1.2
11	COCCn1c(=O)c2c(nc3n2CCCN3CCc2ccc(OC)c(OC)c2)n(C)c1=O	-3	0	1.5	2.3	2.5
12	COc1ccc(CCNC(=O)CCSCc2ccccc2F)cc1OC	2	-7	3.4	-0.9	-10
13	Nc1ccc(C(=O)N/N=C/c2c[nH]c3ccccc23)cc1	41*	-6	·	0.5	-0.5
14	c1ccc(OCCCc2nc(-c3ccncc3)no2)cc1	-3	-6	2.8	0.5	-4.2
15	COc1cc(NC(=O)COc2ccccc2)ccc1NC(=O)c1ccco1	0	14	3.1	-3.5	-0.2

entry	BioA inh	FadD28 binding	TcdB inh	Mtb FBA inh
1	·	-1.0	·	3
2	-0.8	-2.6	3.4	6
3	-0.3	-1.6	3.1	0
4	·	0.6	0.2	-6
5	0.4	0.0	·	0
6	-3.8	-1.8	·	6
7	·	0.2	-0.4	-3
8	·	-1.7	0.3	2
9	-0.4	-2.5	·	-1
10	-4.1	1.1	0.1	5
11	1.2	1.2	-0.8	2
12	1.4	-5.6	0.5	1
13	-0.6	0.2	2.6	0
14	0.6	-0.8	·	4
15	-0.5	1.1	1.2	1

# Laid out differently: 6 of the compounds above
# Value order: GDH-TPI counter	Y pestis TopoI	PfHsp40 rescue	UGM FP inh	BH1578 lux ind	BioA inh	FadD28 binding	TcdB inh	Mtb FBA inh
5	O=C(c1ccc(F)cc1)N1CCN(c2cc(=O)[nH]nc2-c2ccccc2)CC1
    7	9	0.3	2.4	-0.4	0.4	0.0	·	0
6	CC1(C)C2(C#N)C(N)=NC3(OCCO3)C12C#N (stereo unspecified)
    8	-2	0.1	7.2	i	-3.8	-1.8	·	6
7	O=C1NC(=Nc2ccccc2)SC1Cc1cccc(Cl)c1Cl (stereo unspecified)
    11	32	-0.8	-1.3	-0.7	·	0.2	-0.4	-3
8	O=C(NCc1ccccc1F)C12CC3CC(CC(C3)C1)C2
    6	-1	0.4	-2.4	-0.4	·	-1.7	0.3	2
9	O=C(CCc1ccccc1)NC1CCSC1=O (stereo unspecified)
    -1	-3	1.0	-1.3	-1.0	-0.4	-2.5	·	-1
10	Nc1cccc(-c2cnc3ccccc3n2)c1
    21	-6	0.4	2.2	-1.2	-4.1	1.1	0.1	5

# Other structures:
entry	smiles	GDH-TPI counter	Y pestis TopoI	PfHsp40 rescue	UGM FP inh	BH1578 lux ind
16	COc1ccc(/C=C/C(=O)OC(C)CN2CCCCC2)cc1 (stereo unspecified)	13	-7	-0.3	0.6	-0.6
17	COc1ccc(/C=C/C(=O)NC(C)CCc2ccccc2)cc1OC (stereo unspecified)	9	6	2.8	3.6	0.9
18	COc1ccc(NC(=O)COC(=O)C2CC(=O)N(CCc3ccc(OC)c(OC)c3)C2)cc1Cl (stereo unspecified)	12	7	-1.5	-0.2	-0.4
19	COc1ccc(C(CNC(=O)c2cccc(S(=O)(=O)N3CCc4ccccc43)c2)N(C)C)cc1 (stereo unspecified)	11	4	1.1	0.7	-3.3
20	Cc1ccc(OCCn2ncc3ccccc3c2=O)c(C)c1	-7	-5	-0.6	-0.8	-0.5
21	COc1cccc(CN(C)CCCn2ccc(NC(=O)OCc3ccccc3)nc2=O)c1	-3	27	-1.9	·	-0.6
22	CCOC(=O)C1=C(C)Nc2ccccc2N=C1NC(=O)C(c1ccccc1)c1ccccc1	-4	-8	2.2	-3.3	-2.9
23	CCCCN(C(=O)c1ccc(Br)o1)C1CCS(=O)(=O)C1 (stereo unspecified)	1	6	0.7	2.0	-0.4
24	NC(=O)c1c(NC(=O)Cn2cnc([N+](=O)[O-])n2)sc2c1CCCC2	10	-5	0.4	-1.4	-1.3
25	CCCCN(C(=O)C1CC(=O)N(CCc2ccc(OC)c(OC)c2)C1)c1c(N)n(CCCC)c(=O)[nH]c1=O (stereo unspecified)	18	-4	-2.6	-1.5	-1.4
26	CN(c1ccc(OC(=O)c2ccc(-n3cncn3)c([N+](=O)[O-])c2)cc1)S(=O)(=O)c1ccccc1	1	21	0.5	-3.2	i
27	COc1cc(C(Nc2ccccn2)c2ccc3ccc(C)nc3c2O)cc(OC)c1O (stereo unspecified)	6	18	1.7	-1.6	-0.3
28	O=C(CN1CCN(C(=O)COc2cccc(F)c2)CC1)Nc1ccc(Cl)c(C(F)(F)F)c1	-1	1	2.1	-1.7	i
29	CC(=O)c1cccc(NS(=O)(=O)N2CCOCC2)c1	1	2	-1.0	-3.4	0.2
30	COc1ccc(NC(=O)C[C@H]2C(=O)N(c3ccc(Br)cc3)C[C@@H]2CSC)cc1	17	-11	·	·	-0.4

entry	BioA inh	FadD28 binding	TcdB inh	Mtb FBA inh
16	-1.0	-2.4	1.4	0
17	·	-4.5	·	0
18	-0.1	-1.2	2.1	3
19	0.8	-1.7	0.8	-2
20	4.7	-1.8	-0.2	-3
21	-0.5	-1.6	0.7	-1
22	0.6	-2.6	0.6	5
23	0.0	-3.3	0.6	-1
24	-1.8	6.2	-0.5	-2
25	·	-1.9	0.9	2
26	-3.7	-0.1	1.8	3
27	1.5	-3.1	·	0
28	2.1	-5.0	1.4	-1
29	0.3	0.2	1.1	1
30	-0.2	1.1	-5.2	1

# (list continues)
entry	smiles	GDH-TPI counter	Y pestis TopoI	PfHsp40 rescue	UGM FP inh	BH1578 lux ind
31	CCOC(=O)c1c(NC(=S)NC(=O)c2ccco2)sc2c1CCCC2	-3	3	-0.1	-0.1	2.6
32	CCOC(=O)c1ccc(NC(=S)N2CCN(CCN=CC3=C(O)CC(c4ccccc4)CC3=O)CC2)cc1 (stereo unspecified)	9	-3	·	-1.7	1.4
33	Cc1ccc(-c2ccc(/C=N/NC(=S)Nc3ccccc3)o2)cc1[N+](=O)[O-]	12	0	7.4	1.0	-5.0
34	CC1CC(=O)c2cc(-c3ccccc3)oc2C1 (stereo unspecified)	-2	15	·	·	1.6
35	COc1ccc(CN(C(=O)CCC(=O)Nc2cc(C)on2)C(C(=O)NC(C)(C)C)c2cccc(OC)c2OC)cc1 (stereo unspecified)	9	27	-0.4	-1.3	i
36	COc1ccc(/C=C(\C#N)C(=O)NCc2ccccc2)cc1	40*	-2	1.0	-4.0	-0.9
37	O=C(Nc1nccs1)C1CC(=O)N(c2ccccc2Cl)C1 (stereo unspecified)	0	-7	-0.2	-3.9	-0.2
38	O=C(O)CCCNC(=O)OCc1ccccc1	0	-15	0.8	-1.2	-0.1
39	COCC(C)n1c(SCc2nc3ccccc3c(=O)[nH]2)nc2ccccc2c1=O (stereo unspecified)	9	19	1.2	-1.0	-1.4
40	CCOC(=O)Cn1c(=O)oc2cc(S(=O)(=O)NC(C)(C)CC)ccc21	1	-3	1.4	-2.0	i
41	S=C(NCc1ccncc1)Nc1ccc(Br)cc1Cl	-2	3	0.5	-1.5	-0.5
42	Cc1ccc(OP(=O)(Nc2c(C)n(C)n(-c3ccccc3)c2=O)Oc2ccc(C)cc2)cc1	-3	25	-0.3	-2.2	-0.5
43	Cc1ncsc1CCOC(=O)c1ccc(Cl)cc1	0	-5	-0.3	3.9	i
44	Cc1c(C)c2ccc(OCC(=O)N(C)C)c(C)c2oc1=O	12	-1	0.5	2.5	-0.3
45	O=C(COC(=O)C1CC2C=CC1C2)Nc1cccc(S(=O)(=O)N2CCCCCC2)c1 (stereo unspecified)	5	-3	-0.3	-0.3	-0.2

entry	BioA inh	FadD28 binding	TcdB inh	Mtb FBA inh
31	1.0	-4.7	·	-10
32	-1.4	-3.9	0.6	0
33	-0.8	-4.6	·	-4
34	1.1	-1.9	0.5	1
35	-0.2	-1.0	1.8	3
36	-0.8	-0.8	-0.3	-2
37	2.7	-1.7	·	-2
38	-4.0	0.2	·	3
39	·	-6.8	1.8	4
40	-0.2	-1.0	1.6	5
41	-0.2	-3.3	0.9	-1
42	·	-3.6	1.2	5
43	-3.0	1.7	-2.5	5
44	3.9	-0.9	·	79*
45	·	2.4	·	6

# Other structures follow:
entry	smiles	GDH-TPI counter	Y pestis TopoI	PfHsp40 rescue	UGM FP inh	BH1578 lux ind
46	COCc1[nH]nc2c1C(c1ccc(OC)c(OC)c1)C(C#N)=C(N)O2 (stereo unspecified)	9	6	0.5	-1.2	-0.3
47	CC1CN(C(=O)/C(C#N)=C2\N=C(NC(=O)c3ccc(F)cc3)c3ccccc32)CC(C)O1 (stereo unspecified)	26	0	·	1.1	-0.5
48	CC(=O)c1sc2nsc(SCCN3CCCC3)c2c1N	7	11	-0.3	-2.5	i
49	O=C(COC(=O)CCSc1ccc(F)cc1)NCc1ccc(F)cc1	10	4	-0.7	3.1	i
50	Cc1nonc1NC(=O)CSc1nc2ccccc2o1	-2	1	0.2	0.6	-0.2
51	CC1CCCCC12NC(=O)N(CC(=O)NCC(=O)Nc1ccc(F)c(F)c1F)C2=O (stereo unspecified)	-1	8	-0.2	1.5	0.6
52	O=C(Nc1ccc2nc(N3CCOCC3)sc2c1)c1ccc(F)cc1	4	-5	7.2	-2.3	-2.1
53	O=C(Nc1cccnc1Cl)c1ccc(S(=O)(=O)N2CCCCCC2)cc1	-1	2	-0.6	2.2	-1.0
54	NC(=O)C1CCN(C2CC(=O)N(c3ccc(F)c(Cl)c3)C2=O)CC1 (stereo unspecified)	7	5	204*	-5.4	i
55	CCC(=O)c1cn([C@H](CCC(OC)OC)CC(=O)OC(C)(C)C)cc1CC	0	7	0.1	-0.7	i
56	CCc1nc2ccc(C(=O)N3CCN(C(=O)c4ccco4)CC3)cn2c1N(CCC(C)C)CCN(C)C	1	1	·	·	1.6
57	O=S(=O)(c1cc(Br)ccc1Br)N1CCCCCC1	1	21	-1.8	0.7	i
58	CCCCn1c(N)c(N(CCOC)C(=O)CC(NC(=O)c2ccccc2)c2ccccc2)c(=O)[nH]c1=O (stereo unspecified)	1	-1	0.3	-0.6	i
59	Cc1ccc(S(=O)(=O)Nc2ccc3ccccc3n2)cc1	14	4	·	2.0	-0.5
60	Cc1noc(C)c1NC(=O)N(C)C[C@H]1Oc2c(NS(=O)(=O)c3cn(C)cn3)cccc2C(=O)N([C@H](C)CO)C[C@@H]1C	11	6	-0.9	-1.7	i

entry	BioA inh	FadD28 binding	TcdB inh	Mtb FBA inh
46	3.2	-0.2	·	4
47	-7.0	-2.6	-0.3	1
48	·	-2.4	0.7	0
49	2.2	-1.0	0.5	5
50	1.4	-1.7	0.8	0
51	0.2	-0.4	0.2	-1
52	0.7	-0.9	0.6	2
53	11	-4.0	·	-1
54	-1.3	-0.1	·	4
55	-0.3	-4.2	0.8	0
56	-0.7	-1.5	0.7	1
57	-0.9	-4.6	1.1	-1
58	0.0	-1.8	-1.7	2
59	-1.3	-2.2	1.6	7
60	-0.5&1.8	2.5	0.1&-4.2	5
